AHR activator = AHR activators, primary screen, cell-based, luminescence, luciferase reporter, human. Aryl hydrocarbon receptor (Homo sapiens), P35869. AHR-responsive luciferase reporter cells. activation, % at 5 µM. 2.5% of 320,000 active. AID 2796, 2010; in the data active = activation above about 47%;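 also: 0% = vehicle wells and 100% = reference agonist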
Target sequence (P35869 whole entry, looked up): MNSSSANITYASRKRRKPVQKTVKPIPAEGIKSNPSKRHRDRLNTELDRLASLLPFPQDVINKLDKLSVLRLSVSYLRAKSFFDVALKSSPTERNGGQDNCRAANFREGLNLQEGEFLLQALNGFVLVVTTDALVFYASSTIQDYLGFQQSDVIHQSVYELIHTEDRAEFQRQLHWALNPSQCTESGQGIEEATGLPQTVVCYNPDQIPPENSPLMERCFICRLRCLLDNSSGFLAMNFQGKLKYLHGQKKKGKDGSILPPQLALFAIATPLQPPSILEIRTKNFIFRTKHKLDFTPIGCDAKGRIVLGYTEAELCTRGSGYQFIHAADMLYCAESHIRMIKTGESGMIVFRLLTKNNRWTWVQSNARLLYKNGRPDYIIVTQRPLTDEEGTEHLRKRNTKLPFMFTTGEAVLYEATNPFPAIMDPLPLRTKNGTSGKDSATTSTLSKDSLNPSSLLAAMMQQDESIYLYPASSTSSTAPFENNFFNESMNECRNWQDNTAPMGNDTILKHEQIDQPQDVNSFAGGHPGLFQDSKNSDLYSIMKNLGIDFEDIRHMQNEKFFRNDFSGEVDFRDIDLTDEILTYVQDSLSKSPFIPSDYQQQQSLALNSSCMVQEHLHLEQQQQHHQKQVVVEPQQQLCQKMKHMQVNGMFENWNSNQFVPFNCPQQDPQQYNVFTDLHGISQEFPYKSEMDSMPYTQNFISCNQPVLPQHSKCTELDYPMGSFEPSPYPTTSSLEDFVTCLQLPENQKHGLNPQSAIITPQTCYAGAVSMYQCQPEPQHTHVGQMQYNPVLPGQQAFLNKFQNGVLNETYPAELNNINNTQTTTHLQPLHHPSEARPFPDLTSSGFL
TPT1 inhibitor = Candida albicans TPT1 enzyme inhibitors, primary screen, biochemical, fluorescence polarization. tRNA 2'-phosphotransferase TPT1 (Candida albicans SC5314). recombinant caTPT1, FP RNA substrate dephosphorylation. inhibition, % at 5 µM. 0.81% of 300,000 active. AID 1962, 2009;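 active = inhibition above the mean of all tested compounds plus 3 SD, set per screening campaign, cut at about 24% in these data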;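 also: plate controls were DMSO alone for no effect and ferristatin control at 100 nM for full effect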
PP5 inh = PP5 phosphatase inhibitors, primary screen, biochemical, fluorescence; inhibition, % at 6.7 µM; 0.18% of 320,000 active; Serine/threonine-protein phosphatase 5 (Homo sapiens), P53041; purified PP5c, OMFP substrate fluorescence;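 active = inhibition above the campaign's mean inhibition across all tested compounds plus 3 SD, cut at about 9.5% in these data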;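 also: 0% = DMSO only and 100% = 100 µM cantharidin control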
HCV core dimer = inhibitors of HCV core protein dimerization, primary screen, biochemical, TR-FRET, high-throughput. TR-FRET GST/Flag-core106 dimerization, 1536-well. inhibition, % at 5 µM. 0.33% of 300,000 active. AID 1899, 2009;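 active = inhibition above the mean of all tested compounds plus 3 SD, set per screening campaign, cut at about 45% in these data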
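test system = GST/Flag-tagged HCV core106 proteins | probe or stimulus = Eu donor and XL665 acceptor anti-tag antibodies | times = compound-protein-antibody incubation 4 h at 22.5 °C | signal = TR-FRET, excitation 340 nm, emission 617 and 671 nm | measure = percent inhibition of core106 dimerization signal | controls = wells lacking GST-core106 and wells with excess unlabelled core106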
PP1 inh = PP1-alpha phosphatase inhibitors, primary screen, counter-screen for PP5 inhibitor project, biochemical, fluorescence, OMFP substrate, single point | 0.9% of 320,000 active | AID 2235, 2010 | Serine/threonine-protein phosphatase PP1-alpha catalytic subunit (Homo sapiens), P62136 | inhibition, % at 6.7 µM | purified PP1alpha;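 active = inhibition above the mean inhibition of all tested compounds plus 3 SD, computed separately for each screening campaign, cut at about 15% in these data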
Fh CTSL1 inh = Fasciola hepatica cathepsin L1 inhibitors, primary screen, counter-screen for PFM18AAP inhibitor project, biochemical, QFRET, fluorogenic peptide substrate; recombinant F. hepatica cathepsin L1, Z-Leu-Arg-MCA fluorescence; inhibition, % at 5.96 µM; 0.49% of 300,000 active; AID 1906, 2009;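 active = inhibition above the mean of all tested compounds plus 3 SD, set per screening campaign, cut at about 17% in these data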;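 also: 0% = plate median of test compound wells and 100% = 1 µM Z-Phe-Ala-diazomethylketone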
procasp7 counter = procaspase-7 activators, primary screen, counter-screen for procaspase-3 activator project, biochemical, absorbance, HTS, human; Caspase-7 (Homo sapiens), P55210; recombinant procaspase-7, Ac-DEVD-pNA absorbance 405 nm; D23A/D198A/D206A triple mutant, cannot self-cleave; scale: DMSO 0, 5 µM enzyme 100; activation, % at 8.5 µM; 0.093% of 330,000 active; AID 463210, 2010;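 active = percent activation above the screen-wide mean plus 3 SD, cut at about 25% in these data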
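Test system: Procaspase-7 triple mutant (PC-7 D3A). Also added: Ac-DEVD-pNA substrate, 400 µM as added. Schedule: 1 h enzyme–compound preincubation and 2 h substrate reaction, both 25 °C. Signal: p-Nitroaniline absorbance at 405 nm, read at 0 and 120 min. Control set: low DMSO alone, high DMSO plus 5 µM PC-7.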
procasp3 activ = activators of human procaspase-3 D3A mutant, primary screen, biochemical, absorbance, PC-3 D3A mutant, single concentration | Caspase-3 (Homo sapiens), P42574 | recombinant procaspase-3 D3A, Ac-DEVD-pNA absorbance 405 nm | activation, % at 8.5 µM | 0.11% of 330,000 active | AID 463141, 2010;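 active = activation above the mean of all tested compounds plus 3 SD, cut at about 21% in these data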;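 also: 0% = DMSO alone and 100% = DMSO wells spiked with extra 5 µM PC-3 D3A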
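material = Procaspase-3 D3A mutant | probe or stimulus = Ac-DEVD-pNA | compound = single dose, 8.5 µM nominal compound, 0.8% DMSO | timing = 1 h preincubation, 2 h reaction | measured by = 405 nm absorbance of p-nitroaniline, reads at 0 and 120 min | benchmarks = DMSO-only low control, 5 µM PC-3 D3A high control | repeats = singlicate, each compound tested once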
PAFAH2 FP inh = PAFAH2 enzyme inhibitors, primary screen, biochemical, fluorescence polarization, human; Platelet-activating factor acetylhydrolase 2, cytoplasmic (Homo sapiens), Q99487; AID 492956, 2010; 0.99% of 340,000 active; inhibition, % at 3.39 µM; recombinant PAFAH2, FP-rhodamine activity probe;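 active = inhibition above the mean over all tested compounds plus 3 SD, cut at about 30% in these data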;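 also: inhibitors block probe labeling of enzyme so polarization drops; 0% = enzyme with DMSO and 100% = wells lacking PAFAH2 protein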
Starred values were filed as active, the others as inactive; nt = no result given. An unsorted share of the library. About 5.6% of those tested had a hit in this group.

SMILES | AHR activator | TPT1 inhibitor | PP5 inh | HCV core dimer | PP1 inh | Fh CTSL1 inh | procasp7 counter | procasp3 activ | PAFAH2 FP inh
CC12CCC(=O)N1C(C(=O)Nc1nc3ccc(F)cc3s1)CS2 (stereo unspecified) | 5 | nt | 2.0 | nt | 4 | nt | -2 | 5 | 4
C=CCNC(=O)CC1C(=O)NCCN1Cc1ccc(-c2ccccc2)cc1 (stereo unspecified) | 0 | -12 | -2.3 | -5 | 2 | 9 | -7 | 1 | 3
CN(C)c1ccc2c3c(cccc13)C(=O)N(c1ccccc1)C2=O | 6 | -18 | 0.0 | -1 | -4 | 3 | 5 | 4 | nt
COc1ccc(C2(C(=O)Nc3ccc(S(N)(=O)=O)cc3)CCCC2)cc1 | 2 | -6 | 5.5 | -4 | -3 | 14 | -4 | -2 | 6
N/C(Cn1nnc(-c2ccccc2)n1)=N\O | -3 | 2 | -1.5 | 0 | -1 | -3 | -4 | -8 | -5
COc1ccccc1CC(NC(C)=O)C(=O)NC1CCN(C(=O)Nc2ccccc2C)CC1 (stereo unspecified) | 1 | 1 | -11 | 1 | 7 | 7 | 4 | 6 | -4
O=C(CN1CCOCC1)Nc1ccccc1NC(=O)C1CCN(c2ncccn2)CC1 | -1 | -3 | 2.3 | 4 | -2 | -4 | -5 | 0 | -4
Cc1ccc(S(=O)(=O)N2CCCC(C(=O)NCc3ccc4c(c3)OCO4)C2)cc1 (stereo unspecified) | -4 | -3 | 1.6 | 13 | 2 | -1 | 5 | 0 | -16
COc1ccc(N2CC(C)Cn3c2nc2c3c(=O)n(Cc3ccc(F)cc3)c(=O)n2C)c(OC)c1 (stereo unspecified) | -3 | -1 | 3.0 | 17 | 4 | 1 | 10 | 4 | -2
CNCc1c(OCc2ccccc2)ccc2ccccc12 | 18 | 0 | 1.5 | 2 | -2 | -1 | 11 | -2 | -3
O=C(c1ccoc1)N1CCC2(CC1)Oc1ccc(F)cc1C(=O)C21CC(c2ccc(Cl)cc2)=NO1 (stereo unspecified) | 12 | -5 | 4.3 | 17 | 5 | 0 | -3 | 8 | -7
Cc1cc(Nc2c(C)n(C)n(-c3ccccc3)c2=O)c2ccccc2n1 | -3 | 1 | -3.6 | 2 | -2 | 0 | 0 | -2 | 1
Oc1ccc(F)c2cccnc12 | 1 | -1 | 0.8 | -4 | 1 | 3 | 1 | 8 | 0
COc1ccc(Cl)cc1NC(=O)CN(C)CC(=O)N1CC(=O)Nc2ccccc21 | 20 | nt | 0.7 | nt | -6 | nt | 5 | 1 | 6
O=C(O)CCc1nc(-c2ccccc2)c(-c2ccccc2)o1 | -2 | 1 | -1.0 | 4 | 1 | -3 | 8 | 7 | nt
CCCCNC(=S)NNC(=O)c1c(Cl)c(C)nn1C | 0 | 1 | -2.1 | -2 | -1 | -3 | -2 | -6 | 5
CCOC(=O)c1sc(=NC(=O)COc2ccccc2)n(C)c1C | -2 | -1 | -0.9 | 4 | -3 | -1 | 4 | 12 | 0
COc1cccc(Cn2c(=S)[nH]c3ccc(N4CCOCC4)cc3c2=O)c1 | 15 | 7 | 3.1 | 2 | 4 | -2 | -2 | -52 | 3
O=C(CSc1nnc2ccc(-c3ccc(Br)cc3)nn12)NCC1CCCO1 (stereo unspecified) | -2 | -3 | -0.7 | -8 | -3 | 2 | 7 | 1 | 10
O=C(O)c1cccc(N/N=C/c2ccc(F)c(F)c2)c1 | 1 | 2 | -0.1 | -3 | 1 | 1 | -17 | -10 | 3
CC(=O)c1ccc(N2CCN(C(=O)C3CCN(S(=O)(=O)c4ccc5c(c4)CC(C)N5C(=O)C4CC4)CC3)CC2)cc1 (stereo unspecified) | 0 | 1 | 4.7 | 20 | 9 | 5 | -7 | -5 | 4
CC(C)Cn1c(Cc2ccccc2)n[nH]c1=S | -3 | -2 | 0.4 | 2 | -1 | -3 | -22 | -11 | 7
O=C(Nc1nc(-c2ccccc2)cs1)c1ccc(N2CCOCC2)c([N+](=O)[O-])c1 | -5 | 0 | 2.6 | 12 | 4 | 2 | -7 | 2 | -19
O=C(N/N=C1\CCCc2ccccc21)c1ccccc1[N+](=O)[O-] | 4 | -3 | -0.5 | 8 | -5 | -1 | 9 | 4 | 1
COc1cc(CCCN2C(=O)C(=O)NC[C@@H]2CCCCN)cc(OC)c1OC | 1 | -1 | -1.5 | 8 | -1 | -3 | 0 | 10 | 4
COC(=O)c1cnc(Nc2ccc(Cl)cc2)c([N+](=O)[O-])c1 | -4 | -5 | 2.1 | -8 | -1 | -7 | 1 | -10 | -3
O=C1CCC(C(=O)OCC(=O)c2c[nH]c3ccccc23)=NN1 | 7 | -2 | 0.9 | 2 | -1 | -5 | 11 | 2 | -3
Cc1cccc(OCC(O)CN2CCN(CCN3C(=O)c4cccc5cccc(c45)C3=O)CC2)c1C (stereo unspecified) | 2 | 3 | -0.7 | -2 | -2 | 4 | 5 | 4 | 6
N#Cc1ccccc1Oc1ccccc1C=O | 0 | -2 | -1.0 | 4 | -2 | 1 | 3 | 3 | -1
COc1ccc(CC(=O)N2CCN(c3cccc(Cl)c3)CC2)cc1OC | -2 | -1 | -1.7 | 7 | -3 | 2 | 4 | -2 | 3
CC1CCC(C(C)C)C(OCC(O)CN2CCOCC2)C1 (stereo unspecified) | 0 | -2 | 1.9 | 1 | -2 | -4 | -3 | -4 | 6
COc1ccc(NC(=O)c2cncc(Br)c2)cc1S(N)(=O)=O | 8 | 2 | 1.2 | -3 | -1 | 5 | 4 | 0 | -2
CCSC(=O)NC1CCCCC1 | -4 | -1 | 0.6 | -5 | -8 | -3 | 7 | -7 | nt
CN1C(=O)c2ccc(NC(=O)C3CC3)cc2C1=O | 1 | -1 | -0.6 | 9 | -2 | -2 | -4 | 6 | -1
OC1CCCN(Cc2ccccc2)C1 (stereo unspecified) | -2 | 1 | 1.1 | -3 | -5 | 2 | 3 | 4 | 3
C#CCNC(=O)[C@H](Cc1ccc(C(=O)c2ccccc2)cc1)NC(=O)OC(C)(C)C | 6 | -5 | 2.9 | 0 | 1 | 2 | -7 | 4 | 7
Cn1c(SCC(=O)c2ccccc2)nnc1-c1cccnc1 | 16 | -2 | 0.6 | 1 | 2 | 7 | 3 | 3 | 6
COc1ccnc(N2CCN(c3cccc(C(F)(F)F)c3)CC2)c1C#N | -3 | -3 | 1.1 | 3 | -3 | 6 | -1 | 2 | -3
COc1ccc(Cl)cc1C(=O)OCC(=O)c1ccc[nH]1 | 1 | nt | -0.6 | nt | -1 | nt | 5 | -2 | 0
O=[N+]([O-])c1ccc2nc(-c3ccccc3)cc(-c3ccccc3)c2c1 | 5 | 4 | 2.4 | -20 | -1 | -4 | 6 | 3 | 3

Some of these compounds in order of count of non-hydrogen atoms, smallest number first:
SMILES | AHR activator | TPT1 inhibitor | PP5 inh | HCV core dimer | PP1 inh | Fh CTSL1 inh | procasp7 counter | procasp3 activ | PAFAH2 FP inh
CCSC(=O)NC1CCCCC1 | -4 | -1 | 0.6 | -5 | -8 | -3 | 7 | -7 | nt
OC1CCCN(Cc2ccccc2)C1 (stereo unspecified) | -2 | 1 | 1.1 | -3 | -5 | 2 | 3 | 4 | 3
CN1C(=O)c2ccc(NC(=O)C3CC3)cc2C1=O | 1 | -1 | -0.6 | 9 | -2 | -2 | -4 | 6 | -1
COC(=O)c1cnc(Nc2ccc(Cl)cc2)c([N+](=O)[O-])c1 | -4 | -5 | 2.1 | -8 | -1 | -7 | 1 | -10 | -3
Cn1c(SCC(=O)c2ccccc2)nnc1-c1cccnc1 | 16 | -2 | 0.6 | 1 | 2 | 7 | 3 | 3 | 6
O=[N+]([O-])c1ccc2nc(-c3ccccc3)cc(-c3ccccc3)c2c1 | 5 | 4 | 2.4 | -20 | -1 | -4 | 6 | 3 | 3

Looked up above.
AHR activator, O=C(Nc1nc(-c2ccccc2)cs1)c1ccc(N2CCOCC2)c([N+](=O)[O-])c1 stands at -5
Fh CTSL1 inh, COc1cc(CCCN2C(=O)C(=O)NC[C@@H]2CCCCN)cc(OC)c1OC stands at -3
procasp3 activ, CC1CCC(C(C)C)C(OCC(O)CN2CCOCC2)C1 (stereo unspecified) stands at -4
PP5 inh, CC(=O)c1ccc(N2CCN(C(=O)C3CCN(S(=O)(=O)c4ccc5c(c4)CC(C)N5C(=O)C4CC4)CC3)CC2)cc1 (stereo unspecified) stands at 4.7
PP1 inh, COc1ccc(CC(=O)N2CCN(c3cccc(Cl)c3)CC2)cc1OC stands at -3
procasp7 counter, Cn1c(SCC(=O)c2ccccc2)nnc1-c1cccnc1 stands at 3
procasp3 activ, CCSC(=O)NC1CCCCC1 stands at -7

(more compounds)
SMILES | AHR activator | TPT1 inhibitor | PP5 inh | HCV core dimer | PP1 inh | Fh CTSL1 inh | procasp7 counter | procasp3 activ | PAFAH2 FP inh
COc1ccc(NC(=O)c2oc3ccccc3c2NC(=O)c2ccc3c(c2)OCO3)cc1 | 0 | 1 | 4.1 | 1 | 0 | 1 | 4 | 5 | -58
Cc1ccccc1NS(=O)(=O)c1cc(C(=O)N2CCCC2)ccc1Cl | -1 | -1 | 1.0 | -6 | 2 | 2 | 11 | 7 | 4
CCOC(=O)CNC(=O)Nc1cccc(Cl)c1C | -3 | -2 | 3.8 | 0 | 0 | -1 | 0 | 2 | 4
Cc1cccc(NC(=S)NC(=O)c2ccc(Br)o2)c1 | 42 | 0 | 2.2 | -6 | 2 | -1 | -9 | -1 | 1
Cc1ccc(C(=O)OCC(=O)NCc2ccco2)cc1C | 1 | nt | -0.4 | nt | -3 | nt | 8 | 7 | 59*
O=C(C1CCN(c2ccc(N3CCOCC3)nn2)CC1)N1CCc2ccccc2C1 | 0 | 1 | -1.5 | 4 | -1 | 3 | -2 | -3 | 2
CCOc1ccc(C(=O)NN2CCOCC2)cc1 | 4 | 4 | 2.0 | -10 | -2 | 1 | -3 | 5 | -7
